Compound activity from PubChem.
HCMV inh = qHTS Assay for inhibitors of the human cytomegalovirus (HCMV). HFF cells, HCMV-luciferase reporter, 72 h; active compounds read low. activity change, negative = inhibition, % at 57.5 µM. 410,000 tested, 4.5% active. AID 1259415, 2018; in the data active = activity change below about -60%; inconclusive = no clear call, values can overlap the other calls; inactive = above about -39%
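Inhibition of viral replication was scored as loss of reporter luminescence in HFFs infected with HCMV-luciferase (MOI 1 PFU/cell) for 72 h; compounds tested at 2 doses, normalized to buffer and Salinomycin controls.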
HCV inh = qHTS Assay for Inhibitors of Hepatitis C Virus (HCV) | Potency, µM (series often up to 41.8 µM), for the others: at the top dose activity change, negative = inhibition, hits mostly inhibitors | 340,000 tested, 3.4% active | Huh7.5.1 HCVcc-Cre infection, luciferase reporter, 44 h; also: potency is read from the fitted curve at half-maximal effect
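Infectious HCV cell culture screen: compound-treated cells (1,000/well, pre-plated 4 h) are infected with HCVcc-Cre at roughly 0.5 moi and grown 44 h. Infection is quantified by luciferase signal after 15 min substrate incubation at room temperature.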
AMA1-RON2 inh = qHTS for Inhibitors of AMA1-RON; Towards Development of Antimalarial Drug Lead: Primary Screen; Plasmodium falciparum AMA1 (3D7) - RON2 peptide interaction; AlphaScreen AMA1-biotinylated RON2 peptide binding; Potency, µM (highest dose often 58.2 µM), inactives show top-dose activity change, negative = inhibition, actives largely listed as inhibitors; 360,000 tested, 0.2% active;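 also: potency is read from the fitted curve at half-maximal effect; 0% = vehicle wells and -100% = peptide control; nearly all actives have a fitted effect of over 45% in size; some results filed as inactive show a strong effect at the top dose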
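AMA1 (3D7) with his tag at 25 nM final met compounds first, then biotinylated RON2 peptide at 25 nM; detection used donor plus acceptor beads, 10 µg/mL apiece, read by AlphaScreen after 30 min at room temperature.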
FBPA Giardia inh = qHTS Assay for Inhibitors of Fructose-1,6-bisphosphate Aldolase from Giardia Lamblia; A8B2U2; purified Giardia FBPA; Potency, µM (titrated, usually from 59.6 µM), for inactives: at the top dose activity, negative = inhibition, hits mostly inhibitors; 290,000 tested, 0.71% active; also: potency is read from the fitted curve at half-maximal effect; nearly all actives have a fitted effect of over 55% in size
Target sequence (A8B2U2 whole entry, looked up): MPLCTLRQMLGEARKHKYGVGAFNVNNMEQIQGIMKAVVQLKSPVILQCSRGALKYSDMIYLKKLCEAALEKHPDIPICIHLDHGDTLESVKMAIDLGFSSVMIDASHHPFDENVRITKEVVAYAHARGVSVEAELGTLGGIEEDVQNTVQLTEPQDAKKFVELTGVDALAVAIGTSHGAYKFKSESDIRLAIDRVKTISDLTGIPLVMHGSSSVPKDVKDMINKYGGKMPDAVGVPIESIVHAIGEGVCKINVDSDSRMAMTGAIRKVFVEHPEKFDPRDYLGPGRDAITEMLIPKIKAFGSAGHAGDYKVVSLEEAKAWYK
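40 nM FBPA preincubated 10 min at RT with compound (up to 57.5 uM final), then substrate plus GAPDH/TPI/NAD/arsenate coupling and diaphorase/resazurin added. Fluorescence read after 20 min at RT, 525/598 nm.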
Sm TGR block = qHTS Assay for the Inhibitors of Schistosoma Mansoni Peroxiredoxins | Schistosoma mansoni thioredoxin glutathione reductase (TGR), Q962Y6 | purified TGR, DTNB reduction, TNB absorbance 405 nm | Potency, µM (top dose mostly 114 µM), for inactives: at the top dose activity change, negative = inhibition, hits mostly inhibitors | 360,000 tested, 3% active | AID 485364, 2010; also: potency is read from the fitted curve at half-maximal effect; nearly all actives have a fitted effect of over 60% in size
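First, TGR (20 nM dispensed) and NADPH were mixed with compound. Second, a 15 min room-temperature incubation followed. Third, further NADPH and then DTNB were added to start the reaction. Finally, TNB absorbance was monitored kinetically.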
AmpC inh detg = qHTS Inhibitors of AmpC Beta-Lactamase (assay with detergent). AmpC hydrolysis of nitrocefin, absorbance 480 nm, 0.01% Triton. 370,000 tested, 0.041% active. Potency, µM (highest dose often 114 µM), for the others: at the top dose activity change, negative = inhibition, actives largely listed as inhibitors. P00811;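 also: potency is read from the fitted curve at half-maximal effect; 0% = no-compound wells and -100% = no-enzyme wells; nearly all actives have a fitted effect of over 25% in size; some results filed as inactive show a strong effect at the top dose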
Target sequence (P00811 whole entry, looked up): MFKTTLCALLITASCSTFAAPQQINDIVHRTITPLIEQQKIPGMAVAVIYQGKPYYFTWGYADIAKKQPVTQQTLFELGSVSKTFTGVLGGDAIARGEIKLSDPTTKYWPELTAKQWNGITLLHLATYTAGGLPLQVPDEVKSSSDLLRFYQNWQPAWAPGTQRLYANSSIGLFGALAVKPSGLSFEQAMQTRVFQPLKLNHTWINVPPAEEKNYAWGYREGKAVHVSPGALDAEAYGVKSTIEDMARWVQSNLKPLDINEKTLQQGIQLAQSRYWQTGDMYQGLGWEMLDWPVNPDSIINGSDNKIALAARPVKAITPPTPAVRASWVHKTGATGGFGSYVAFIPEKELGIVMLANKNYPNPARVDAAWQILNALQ
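AmpC (5.3 nM in the dispensed reagent) in 20 mM phosphate pH 7.0 with 0.01% (detergent screen) or 0.0001% Triton X-100 was preincubated with compounds for 15 min at room temperature. Nitrocefin was then added from an 800 uM solution, and hydrolysis was followed at 480 nm.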
Starred values were filed as active, the others as inactive; ? = inconclusive; . = no result given; [ ] = dose if it differs, or a comment. Unless noted, calls follow the shape of the dose curve; as a rule, active = well fitted curve in the direction sought with a large enough effect; inconclusive = small, poorly fitted or top-dose-only effect, or another doubt; inactive = no such curve, though single readings can be large; an effect the other way counts as inactive or inconclusive. Unless noted, % is scaled to controls: 0 for no effect and ±100 for the full control effect.

1: Cc1cc(C)n2cc(CSc3nnc(SCc4cn5c(C)cc(C)nc5n4)s3)nc2n1
2: Cc1ccccc1OCCSc1nc2ccc(NC(=O)c3cccs3)cc2s1
3: N=c1sccn1CC(=O)N1N=C(c2ccc(Cl)cc2)CC1c1ccco1 (centres undefined)
4: Cc1ccc(Sc2ccc(NC(=O)CCl)cc2)cc1C
5: Cc1nc(C2CCCCC2)c(-c2ccccc2)c(N2CCOC2=O)c1C
6: CCN(CC)S(=O)(=O)c1ccc2c(c1)N(CC(=O)NCCCN1CCN(c3ccc(OC)cc3)CC1)C(=O)CO2

assay / compound,1,2,3,4,5,6
HCMV inh,.,-39,-15,27,-1,-11
HCV inh,.,.,?,?,?,.
AMA1-RON2 inh,.,.,-9%,0%,28%,.
FBPA Giardia inh,-12%,.,2%,-5%,.,.
Sm TGR block,-7%,3%,-11%,?,.,-2%
AmpC inh detg,3%,4%,3%,0%,.,4%

7: CC1CCCCC1NC(=O)COC(=O)c1c2c(nc3ccccc13)/C(=C\c1ccco1)CC2 (centres undefined)
8: CC1(C)CC(=O)C(N=Nc2ccc(-c3ccccc3)cc2)=C(O)C1
9: COCCNC(=O)C(=O)Nc1ccc2c(c1)N(S(=O)(=O)c1cccs1)CCC2
10: COc1cccc(-c2cn3nc(C)c(C)nc3n2)c1
11: CCNC(=O)c1ccccc1-c1nc(-c2ccccc2OC)no1
12: CC(C)(C)OC(=O)[C@H](Cc1ccccc1)NC(=O)c1[nH]cnc1C(=O)N[C@@H](Cc1ccccc1)C(=O)OCc1ccccc1

assay / compound,7,8,9,10,11,12
HCMV inh,-13,?,-1,106,7,94
HCV inh,?,11%,?,-13%,-10%,7%
AMA1-RON2 inh,?,-10%,4%,12%,-3%,101%[activator]
FBPA Giardia inh,.,4%,.,0%,0%,-14%
Sm TGR block,.,1%,-3%,?,1%,10%
AmpC inh detg,.,?,-9%,?,1%,-12%

13: Cc1ccc(S(=O)(=O)/N=C(\N)Nc2nc(C)c3ccc(C)cc3n2)cc1
14: COc1cc2c(cc1OC)C(c1ccccc1Br)NC(=O)C2 (centres undefined)
15: NC(=S)Nc1ccc2c(c1)OCO2
16: O=C(NNC(=S)Nc1cccc(C(F)(F)F)c1)c1ccc(Cl)cc1Cl
17: COC(=O)c1[nH]c2ccccc2c1NC(=O)CN1CCN(c2cccc(Cl)c2)CC1
18: O=C(NC1CCCC1)C(c1ccncc1)N(Cc1ccco1)C(=O)c1ccc(-c2ccccc2)[nH]1 (centres undefined)

assay / compound,13,14,15,16,17,18
HCMV inh,13,-67*,5,-66*,?,69
HCV inh,?,9%,-3%,?,?,-23%
AMA1-RON2 inh,12%,4%,-21%,28%,-4%,-24%
FBPA Giardia inh,3%,3%,0%,?,-2%,-6%
Sm TGR block,10%,0%,-9%,-9%,-2%,28µM*
AmpC inh detg,1%,-13%,-1%,-3%,?,6%

19: Cc1nc(-n2nnc(CO)c2CO)nc2c1CCC2
20: CN1CCN(C(=O)C2(NC(=O)Nc3ccccc3Cl)CCCCC2)CC1
21: CCOC(=O)Cn1cc(Cl)c(=O)c(Cl)c1
22: O=C(CC1CC2CCC1C2)NCc1cccs1 (centres undefined)
23: COc1ccc(CNC(=O)c2ccc(Br)o2)cc1
24: CCNC(=O)c1ccccc1SCc1ccccc1

assay / compound,19,20,21,22,23,24
HCMV inh,23,-4,-2,74,-39,?
HCV inh,-19%,7%,18%,4%,-3%,4%
AMA1-RON2 inh,-5%,2%,12%,-5%,-1%,?
FBPA Giardia inh,2%,4%,-3%,5%,3%[89.2 µM],-9%
Sm TGR block,-7%,-25%,3%,2%,-7%,9%
AmpC inh detg,-14%,?,2%,3%,-15%,-3%

25: COc1ccccc1N(CC(=O)NCC1CCCO1)C(=O)CCC(=O)Nc1nccs1 (centres undefined)
26: O=C1NC(c2ccccc2)(C(F)(F)F)C(=O)N1Cc1cccnc1 (centres undefined)
27: COc1cccc(CN2CCNCC2)c1OC
28: CCOC(=O)N1CCC(NC(=O)c2cc(-c3ccc(F)cc3)[nH]c2C)CC1
29: Cn1cnnc1SCC(=O)Nc1ccc2nc(SCc3cccc4ccccc34)sc2c1
30: COC(=O)CS(=O)(=O)c1cc(Br)cc2c1N(C(C)=O)CC2

assay / compound,25,26,27,28,29,30
HCMV inh,-5,94,-5,53,?,10
HCV inh,25%,22%,-26%,?,-11%,13%
AMA1-RON2 inh,22%,1%,-2%,6%,16%,-2%
FBPA Giardia inh,6%,4%,4%,-4%,0%,8%
Sm TGR block,0%,5%,-7%,0%,5%,-15%
AmpC inh detg,?,?,0%,-2%,2%,-1%

31: CC12CCC(C(=O)N(CCCN3CCN(Cc4ccccc4)CC3)C1=O)C2(C)C (centres undefined)
32: O=C1CC2c3ccccc3C1C1C(=O)N(CCO)C(=O)C21 (centres undefined)
33: CCc1ccc(-c2nc(CSCC(=O)N3CCN(c4ccc(F)cc4)CC3)c(C)o2)cc1
34: CC(=O)c1cc2c(cc1NC(=O)CN1CCCCC1C)OCO2 (centres undefined)
35: Cc1ccc2cc(CN(CCCN(C)C)C(=S)NCc3ccccc3)c(=O)[nH]c2c1C
36: Cc1ccc(S(=O)(=O)NCc2cccnc2)cc1C(=O)NC1CCCCC1

assay / compound,31,32,33,34,35,36
HCMV inh,-90*,12,-80*,-31,19,-19
HCV inh,2%,12%,.,?,-30%,-7%
AMA1-RON2 inh,-5%,21%,.,-21%,-8%,4%
FBPA Giardia inh,-18%,4%,.,?,5%,.
Sm TGR block,-3%[57.1 µM],2%,-1%,7%,3%,-6%
AmpC inh detg,-4%,6%,-6%,?,1%,-5%

37: CC(C)C(=O)Nc1ccc(C(=O)NNC(=S)NC(=O)c2ccco2)cc1
38: O=C(O)c1ccc(-c2nc(-c3cccc(C(F)(F)F)c3)cs2)cc1
39: COc1ccc(N(C(=O)C2CSC(=O)C2)C(C(=O)NC(C)(C)C)c2ccncc2)cc1 (centres undefined)
40: COc1ccc(N2CCN(C(=O)COc3ccc(S(=O)(=O)N4CCOCC4)cc3C)CC2)cc1
41: COc1ccc(OC)c(NC(=O)CSCC(=O)O)c1
42: Cc1ccccc1NC(=O)CCCC(=O)c1ccccc1

assay / compound,37,38,39,40,41,42
HCMV inh,-27,19,27,-20,-2,-24
HCV inh,9%,8%,16%,-10%,2%,24%
AMA1-RON2 inh,126%[activator],-7%,12%,-13%,-4%,30%
FBPA Giardia inh,2%,26%,1%,8%,0%,8%
Sm TGR block,-11%,-6%,0%,2%,-10%,3%
AmpC inh detg,-12%,1%,1%,-3%,3%,3%

Compound profiles, as listed above.
Record of `COc1ccccc1N(CC(=O)NCC1CCCO1)C(=O)CCC(=O)Nc1nccs1` (centres undefined) → HCMV inh = -5; HCV inh = 25%; AMA1-RON2 inh = 22%; FBPA Giardia inh = 6%; Sm TGR block = 0%; AmpC inh detg = ?
Record of `CCc1ccc(-c2nc(CSCC(=O)N3CCN(c4ccc(F)cc4)CC3)c(C)o2)cc1` → HCMV inh = -80*; HCV inh = .; AMA1-RON2 inh = .; FBPA Giardia inh = .; Sm TGR block = -1%; AmpC inh detg = -6%
Record of `CN1CCN(C(=O)C2(NC(=O)Nc3ccccc3Cl)CCCCC2)CC1` → HCMV inh = -4; HCV inh = 7%; AMA1-RON2 inh = 2%; FBPA Giardia inh = 4%; Sm TGR block = -25%; AmpC inh detg = ?

Remaining list, next part:
43: C/C(NC(=O)c1cccc(F)c1)=C1/C(=O)C[C@@H]2[C@H]1C2(C)C
44: CCC1(c2ccccc2)NC(=O)N(CC(=O)N(c2ccccc2)C2CCS(=O)(=O)C2)C1=O (centres undefined)
45: COCc1cc(C)nc2sc(C(=O)Nc3ccc(OC(F)(F)F)cc3)c(N)c12
46: COc1ccc(-c2sc3cc4c(cc3c2-c2ccc3c(c2)OCCO3)OCO4)cc1
47: COc1ccc(C2C3=C(CCCC3=O)Nc3c(-c4ccccc4)c(C)nn32)cc1 (centres undefined)
48: CCOC(=O)[C@H]1[C@H]2COc3ccccc3[C@@H]2N2C(=O)c3cc(F)c(F)cc3NC(=O)[C@@]12C

assay / compound,43,44,45,46,47,48
HCMV inh,30,16,-6,-4,.,-19
HCV inh,?,-7%,.,23%,-9%,-6%
AMA1-RON2 inh,10%,12%,.,0%,10%,-11%
FBPA Giardia inh,8%,.,.,.,3%,.
Sm TGR block,-29%,.,3%,.,3%,-16%
AmpC inh detg,?,.,0%,.,-3%,-11%

49: COC(=O)CNC(=O)C(C)NC(=O)CNC(=O)OCc1ccccc1 (centres undefined)
50: COC(=O)CN(c1ccc(OC)cc1)S(=O)(=O)c1ccc(OC)c(OC)c1
51: CC(=O)Nc1ccc(S(=O)(=O)NCc2nnnn2-c2ccc(Cl)cc2)cc1
52: COc1cccc(NC(=O)CSc2ncc(S(=O)(=O)c3ccccc3)c(=O)[nH]2)c1
53: Cc1c(CN2CCc3c([nH]c4ccccc34)C2C2CCCCC2)cnn1C (centres undefined)
54: CCN(CC(=O)Nc1c(F)cccc1F)C(=O)c1ccc(OCc2c(C)noc2C)cc1

assay / compound,49,50,51,52,53,54
HCMV inh,44,-12,-19,-26,12,30
HCV inh,9%,21%,2%[8.37 µM],3%,-13%,-3%
AMA1-RON2 inh,9%,-10%,0%,35%[activator],-16%,-12%
FBPA Giardia inh,1%,17%,.,28%,0%,.
Sm TGR block,3%,-3%,-10%,8%,-33%,-21%
AmpC inh detg,?,?,?,-6%,0%,?

55: CCOC(=O)CSc1nnc(CNC(=O)c2ccc(OC)cc2OC)n1C
56: Cn1c(=O)c(=O)n(C)c2cc(N3CCCC3)c(NC(=O)c3ccccc3Cl)cc21
57: CC(=O)C(Cc1ccc(Cl)nc1)Cc1ccc(Cl)nc1
58: Cc1ccc(C(=O)NCCNC(=O)CN2CCCC2)cc1
59: CCOC(=O)CCc1c(C)nc2c(c(C)nn2-c2ccccc2)c1C
60: Cc1cccc(C)c1OCC(=O)Nn1c(COc2ccccc2)nc2ccccc2c1=O

assay / compound,55,56,57,58,59,60
HCMV inh,21,-11,-7,38,?,?
HCV inh,14%,.,1%,8%,6%,-7%
AMA1-RON2 inh,0%,.,2%,0%,-9%,-4%
FBPA Giardia inh,-2%,.,1%,1%,-5%,4%
Sm TGR block,4%,-1%,14%,0%,2%,3%
AmpC inh detg,2%,12%,6%,1%,0%,?

61: Cn1c(C(=O)NCc2cccs2)cc2c(=O)n(C)c3ccccc3c21
62: Cc1ccccc1-n1nc2c(c1NC(=O)c1ccc(Br)o1)CSC2
63: CC(C)CN(CC(C)C)CC(O)COc1ccccc1Br (centres undefined)
64: Cc1oc(-c2ccccc2)nc1C(=O)OCC(=O)NCc1ccccc1

assay / compound,61,62,63,64
HCMV inh,-1,.,-76*,11
HCV inh,9%,8%,11%,-14%
AMA1-RON2 inh,17%,-12%,10%,4%
FBPA Giardia inh,-2%,5%,-15%,.
Sm TGR block,-8%,32µM*,1%,-12%
AmpC inh detg,-11%,0%,-10%,-3%
